Compound activity deposited in PubChem by Sanford-Burnham Center for Chemical Genomics.
SENP7 inh: inhibitors of human SENP7 protease; Q9BQF6; recombinant SENP7, Z-RLRGG-aminoluciferin luminescence, 40 min; inhibition, % at 5 µM; hit rate 1.5% among 330,000; AID 434973;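 active = inhibition above about 50% at the single test dose, limit read from the data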;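 note: plate controls were DMSO with enzyme for no effect and no enzyme buffer wells for full effect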
SENP6 block: SENP6 protease inhibition; hit rate 1.8% among 330,000; AID 2599; inhibition, % at 10 µM; Recombinant SENP6 catalytic domain, aminoluciferin luminescence; Q9GZR1;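 active = inhibition above about 50% at the single tested dose, limit read from the data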;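 note: plate controls were DMSO wells with enzyme for no effect and DMSO wells lacking enzyme for full effect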
SENP8 block-1: SENP8 protease inhibition | Q96LD8 | purified SENP8, Z-RLRGG-aminoluciferin cleavage, luminescence | inhibition, % at 10 µM | hit rate 1.2% among 330,000 | AID 2540; in the data active = inhibition above about 50%
Target sequence (Q96LD8 whole entry, looked up): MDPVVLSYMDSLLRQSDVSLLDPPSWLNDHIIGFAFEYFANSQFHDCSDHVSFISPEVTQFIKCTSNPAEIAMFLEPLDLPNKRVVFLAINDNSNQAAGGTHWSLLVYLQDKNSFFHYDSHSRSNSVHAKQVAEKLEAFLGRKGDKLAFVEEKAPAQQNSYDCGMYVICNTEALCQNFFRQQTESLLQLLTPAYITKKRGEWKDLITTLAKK
SENP8 block-2: SENP8 (human) protease inhibition | recombinant SENP8, Nedd8 substrate fluorescence | inhibition, % at 20 µM | hit rate 0.64% among 360,000 | AID 602440; in the data active = inhibition mostly above about 40%, no sharp cut-off; inactive = mostly below about 27%
HKDC1 inhibitor: HKDC1 (human) hexokinase inhibition; Q2TB90; recombinant HKDC1, G6PDH/diaphorase resazurin coupled fluorescence; inhibition, % at 20 µM; hit rate 0.16% among 340,000; AID 493160;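 active = inhibition above about 35% when tested at 20 µM, limit read from the data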;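 note: plate controls were DMSO wells with enzyme for no effect and DMSO wells lacking enzyme for full effect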
Target sequence (Q2TB90 whole entry, looked up): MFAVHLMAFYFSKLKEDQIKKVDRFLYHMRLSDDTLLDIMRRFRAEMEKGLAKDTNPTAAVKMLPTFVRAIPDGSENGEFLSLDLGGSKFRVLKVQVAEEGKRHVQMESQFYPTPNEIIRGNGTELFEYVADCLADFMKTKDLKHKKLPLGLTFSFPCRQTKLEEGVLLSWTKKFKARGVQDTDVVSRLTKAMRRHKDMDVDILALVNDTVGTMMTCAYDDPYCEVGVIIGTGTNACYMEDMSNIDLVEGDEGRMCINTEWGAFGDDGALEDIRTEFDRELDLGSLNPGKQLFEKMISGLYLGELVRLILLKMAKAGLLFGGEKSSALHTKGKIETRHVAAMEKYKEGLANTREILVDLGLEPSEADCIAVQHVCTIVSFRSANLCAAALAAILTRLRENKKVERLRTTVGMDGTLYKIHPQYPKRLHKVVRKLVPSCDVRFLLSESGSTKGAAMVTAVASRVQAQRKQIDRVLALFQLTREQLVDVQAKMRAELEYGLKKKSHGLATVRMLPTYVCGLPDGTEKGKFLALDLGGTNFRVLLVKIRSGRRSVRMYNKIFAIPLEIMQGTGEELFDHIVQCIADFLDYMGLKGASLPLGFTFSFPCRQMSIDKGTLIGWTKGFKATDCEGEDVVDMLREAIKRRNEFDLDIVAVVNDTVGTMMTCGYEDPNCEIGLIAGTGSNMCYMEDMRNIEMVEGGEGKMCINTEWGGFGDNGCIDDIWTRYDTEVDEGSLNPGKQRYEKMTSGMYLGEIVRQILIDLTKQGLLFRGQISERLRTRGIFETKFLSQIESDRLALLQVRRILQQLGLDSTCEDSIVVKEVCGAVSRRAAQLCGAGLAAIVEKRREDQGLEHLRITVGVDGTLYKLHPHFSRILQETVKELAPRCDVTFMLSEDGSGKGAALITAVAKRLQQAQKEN
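Test system: recombinant HKDC1 (HK5) hexokinase enzyme, produced in-house; Amount: enzyme 5 µg/mL final; Buffer or medium: Tris pH 8.0 buffer with MgCl2, Tween-20, BSA, BME; Reagent: glucose and ATP substrates; Doses: 20 µM test compound, 1% DMSO; Incubation: 90 min reaction incubation at room temperature, dark; Detection: resorufin fluorescence at 613 nm.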
SENP1 inh: blocks the human SENP1 SUMO protease catalytic domain; hit rate 0.21% among 360,000; AID 624204; recombinant SENP1 catalytic domain, CyPet-SUMO1-YPet FRET cleavage; inhibition, % at 10 µM;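 active = inhibition at least 30% at 10 µM, raw YFP signal under a set limit, fluorescence ratio 0.5 to 1.5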;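 note: 0% = enzyme with DMSO and 100% = no enzyme wells; some results filed as inactive read as strong as hits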
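Test system: recombinant human SENP1 catalytic domain, His6-tagged / Medium: pH 8 Tris buffer with EDTA, NaCl, BME, BSA, NP40, catalase / Also added: SUMO1 FRET substrate flanked by Cypet and Ypet, 25 nM / Times: 50 min reaction at room temperature / Signal: FRET, CFP and YFP emission / Control set: no-enzyme low control and enzyme-plus-DMSO high control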
PfGluPho inh: PfG6PD (Plasmodium falciparum) enzyme inhibition. PfGluPho enzyme, NADPH resazurin-diaphorase fluorescence. inhibition, % at 20 µM. hit rate 0.78% among 350,000. AID 504690;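 active = inhibition reaching at least a set limit at 20 µM in the primary screen, cut at about 59% in these data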;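 note: 0% = DMSO wells with substrate and 100% = DMSO wells lacking glucose-6-phosphate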
Apaf1 inhib: blocks human Apaf-1 apoptosome activity; hit rate 0.71% among 330,000; inhibition, % at 20 µM; reconstituted apoptosome caspase-3 activity, DEVD-Rh110 fluorescence; O14727; active = inhibition of at least 40% at 20 µM;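 note: plate controls were DMSO wells for no effect and DEVD-CHO caspase inhibitor wells for full effect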
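System: Apoptosome proteins | Medium: Hepes pH 7.5 with detergent and BSA | Also added: Cytochrome c trigger plus (Z-DEVD)2-Rh110 caspase-3 substrate | Incubation: 30 min compound preincubation, 50 min activation, room temperature | Detection: Rhodamine 110 fluorescence at Ex 480/Em 540 nm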
Active calls of the source: *; i = inactive; . = not tested or not shown.

Value order: SENP7 inh	SENP6 block	SENP8 block-1	SENP8 block-2	HKDC1 inhibitor	SENP1 inh	PfGluPho inh	Apaf1 inhib
- CC(C)Oc1ccccc1OCCN(C)C
  2	17	0	13	-8	1	29	-13
- COc1ccc(C(=O)Nc2cccc(-c3nnc(-c4ccco4)o3)c2)cc1
  -7	-26	-13	-6	4	0	17	16
- CCCCCC1NC(=O)NC1CCCCCC(=O)O (stereo not drawn)
  3	-5	4	1	-8	-7	11	-2
- COc1ccc(C(CNC(=O)CSc2ccc(Br)cc2)N2CCOCC2)cc1 (stereo not drawn)
  12	-14	16	22	-5	0	-2	7
- CC1CCN(C(C(=O)O)c2ccccc2)CC1 (stereo not drawn)
  -4	6	2	16	-4	1	-1	-2
- O=C(N/N=C/c1cccnc1)c1cccc(NC(=O)c2ccc(Cl)cc2)c1
  3	-16	-5	3	6	0	-17	18
- CC(=O)c1c(C)[nH]c(C(=O)OCc2ccccc2)c1C
  1	5	-11	0	-12	1	-10	-2
- COC(=O)CSc1nsc(SCC(=O)OC)c1C#N
  -13	-15	-10	9	-6	5	-13	2
- COc1ccccc1CN1CC(C(=O)NCc2cc(C)on2)CCC1=O (stereo not drawn)
  -1	2	-4	6	-8	1	5	1
- Cc1cc(S(=O)(=O)Nc2c(C)nc3nc[nH]n3c2=O)ccc1F
  -2	-4	-6	14	-6	0	-5	0
- C#CCN(Cc1ccccc1)S(=O)(=O)C=C
  2	2	9	.	1	.	-2	-5
- CC(C)c1ccc(/C=N/NC(=O)c2nnn(-c3nonc3N)c2CN2CCOCC2)cc1
  -7	-4	-18	8	-1	2	10	11
- Cc1cccc(-c2nc3ccccc3c(=O)n2NC(=O)Cc2ccc(Cl)cc2)c1
  -7	-9	-5	8	8	0	-2	21
- CC(=O)C1=C(O)C(CSCc2ccccc2)N(C)C1=O (stereo not drawn)
  .	.	.	18	-3	0	-22	.
- CSc1ccc2[nH]c(=O)cc(C)c2c1
  4	-7	-3	i	-1	0	3	-2
- O=C(Nc1nnc(SCCN2CCOCC2)s1)C1CC(=O)N(c2ccccc2)C1 (stereo not drawn)
  -1	1	8	17	-6	-1	10	3
- CC(C)(C)OC(=O)N1CCC(C(=O)N[C@@H](Cc2c[nH]c3ccccc23)C(=O)O)CC1
  7	-6	1	21	-6	0	2	8
- CC(C)(C)C(=O)COC(=O)c1cc(-c2ccncc2)nc2ccccc12
  4	-3	0	-20	-1	-19	6	7
- Cc1cccc(C(=O)N(c2ccccn2)C(C)c2ccco2)c1 (stereo not drawn)
  -2	-4	-8	4	-3	-1	6	6
- COc1ccc(N2CCN(C(=O)c3sc4ncn(CC(=O)N5CCCCC5)c(=O)c4c3C)CC2)cc1
  -1	-15	-9	15	-5	1	0	2
- NC(=O)C1CCN(C(=O)CN(c2cccc(C(F)(F)F)c2)S(=O)(=O)c2ccccc2)CC1
  -3	-14	0	22	-9	-1	-13	3
- O=C(Nc1cccc(C(=O)O)c1)/C(=C\c1ccco1)NC(=O)c1ccccc1
  -4	-12	1	10	-5	2	-8	-8
- CC(=O)c1cccc(NC(=O)NCCc2ccc(Cl)cc2)c1
  -4	-9	5	-27	-4	2	-4	16
- CC(C)c1ccc(C(=O)Nc2nnc(S(=O)(=O)N3CCCCC3)s2)cc1
  1	-5	2	-237	-1	2	-20	7
- CC(=O)Nc1cc(C)c(S(C)(=O)=O)c(C)c1
  8	-16	1	9	14	1	0	1
- Cc1ccc(-c2cc(C(=O)NC3CCCC3)no2)cc1
  3	-6	-5	13	-6	2	12	-1
- Cc1ccc(S(=O)(=O)NC2CCCCC2)c2nsnc12
  -8	15	-3	7	-8	-2	-19	-6
- CCOc1ccc(CNC(=O)Cn2ccc3cc(S(=O)(=O)N4CCCCCC4)ccc32)cc1
  1	-11	-11	8	7	5	-26	8
- CN(Cc1ccccn1)Cc1nc(-c2ccc(Cl)cc2)no1
  -3	-25	-9	-25	-2	14	-2	-3
- CCc1ccc(OCCCOc2ccc(C=O)cc2)cc1
  6	6	3	1	-3	1	13	11

Reformatted in markdown: three of the compounds above
| SMILES | SENP7 inh | SENP6 block | SENP8 block-1 | SENP8 block-2 | HKDC1 inhibitor | SENP1 inh | PfGluPho inh | Apaf1 inhib |
| --- | --- | --- | --- | --- | --- | --- | --- | --- |
| CC(=O)Nc1cc(C)c(S(C)(=O)=O)c(C)c1 | 8 | -16 | 1 | 9 | 14 | 1 | 0 | 1 |
| Cc1ccc(-c2cc(C(=O)NC3CCCC3)no2)cc1 | 3 | -6 | -5 | 13 | -6 | 2 | 12 | -1 |
| Cc1ccc(S(=O)(=O)NC2CCCCC2)c2nsnc12 | -8 | 15 | -3 | 7 | -8 | -2 | -19 | -6 |

(further entries)
Value order: SENP7 inh	SENP6 block	SENP8 block-1	SENP8 block-2	HKDC1 inhibitor	SENP1 inh	PfGluPho inh	Apaf1 inhib
- Cc1ccc(S(=O)(=O)CCC(=O)OCC(=O)c2ccc(C)c(C)c2)cc1
  -5	-22	-13	12	-11	-1	3	18
- CN(C)c1ccc(/C=C/C(=O)c2ccc(O)cc2)cc1[N+](=O)[O-]
  -15	-14	-28	48*	9	3	5	-24
- O=C1CN(C(=O)/C=C/c2ccc(Cl)cc2)c2ccccc2N1
  6	-2	-6	-28	7	-4	25	18
- COc1ccc(/C=C/C(=O)c2cc3cccc(OC)c3oc2=O)cc1
  -5	-9	-7	-77	18	-39	6	19
- O=C(NC1CCCCC1)C1CCN(c2nccs2)CC1
  4	-2	0	-5	-3	-4	4	1
- S=C(c1ccc(-c2cc(Cl)ccc2Cl)o1)N1CCCCC1
  10	15	6	-17	6	-3	-6	12
- O=C(/C=C/c1ccco1)NCc1ccco1
  9	-14	-10	21	-5	2	-1	-13
- Cc1nn(Cc2c(Cl)cccc2Cl)c(C)c1N
  -1	-9	-7	37	3	-1	-13	14
- COc1ccc(-c2[nH]ncc2CNCCCSC)cc1F
  2	-13	0	31	5	-2	-1	-15
- CC(OC(=O)c1cccc(S(=O)(=O)N2CCCC2)c1)C(=O)c1ccccc1 (stereo not drawn)
  13	-4	-6	5	-3	0	10	14
- CCOCCCNC(=O)C1(O)c2ccccc2NC(=O)N1c1ccc(Cl)cc1 (stereo not drawn)
  6	4	4	6	-3	2	-4	4
- O=C(CSc1ccc2c(c1)OCCO2)Nc1ccc(Br)cn1
  -6	-9	-1	-8	-5	0	8	11
- CC1Nc2ncnc(N3CCN(c4ccccc4)CC3)c2N(Cc2ccc(Br)cc2)C1=O (stereo not drawn)
  0	-8	2	-6	4	-3	20	26
- Cc1nn(CC(=O)Nc2ccccn2)c(=O)c2ccccc12
  -1	-12	-7	29	-3	3	-4	5
- COc1cc2c(cc1OC)C(c1ccc([N+](=O)[O-])cc1)N(C(C)=O)CC2 (stereo not drawn)
  9	9	-20	8	-1	2	18	-11
- Cc1ccc(CSc2nc3sc(C)c(C)c3c(=O)n2Cc2ccco2)cc1
  -2	0	1	10	4	0	4	7
- COc1ccccc1NS(=O)(=O)c1ccc(Cl)c(NC(=O)c2sc3cc(Cl)ccc3c2Cl)c1
  -1	15	-8	14	-11	1	-4	-8
- CCOC(=O)N1CCN(CC(O)COc2ccc(OC)cc2C(C)(C)C)CC1 (stereo not drawn)
  5	5	-2	18	12	2	16	14
- O=C(NN1C(=O)c2ccccc2C1=O)C1C2CCCCC21 (stereo not drawn)
  -2	7	-7	18	2	3	-11	7
- Cc1cccc(C)c1NS(=O)(=O)c1ccc(OCCNS(C)(=O)=O)cc1
  7	15	5	6	-9	-1	2	-3
- Cc1ccc(/C=C/S(=O)(=O)NCC(=O)OCC(=O)Nc2ccc(C(=O)N(C)C)cc2)cc1
  -4	1	-3	-8	-1	-1	1	6
- CCN(CC)CCN(CC(=O)Nc1c(C)cc(C)cc1C)C(=O)c1ccccc1
  -8	-2	-8	16	-3	1	-27	-10
- COc1ccc(NS(=O)(=O)c2ccc3oc(Nc4ccc5c(c4)OCCO5)nc3c2)cc1
  -10	-1	-6	9	2	2	-2	15
- CCC(C(=O)Nc1cccnc1)n1c(=O)[nH]c2ccccc2c1=O (stereo not drawn)
  4	17	2	-11	-2	0	-6	-2
- CC(=O)Nc1ccc(Nc2nnc(-c3ccc(C)c(S(N)(=O)=O)c3)c3ccccc23)cc1
  -6	-28	3	-11	4	4	10	3
- N#CCC(=O)Nc1ccc(C(=O)Nc2cccnc2)cc1
  8	-10	-3	4	-5	-7	-9	-9
- Cc1nc2ccccc2c(=O)n1NC(=O)Nc1ccccc1
  5	-3	8	15	-6	-1	-10	-7
- O=C(Nc1ccc(S(=O)(=O)Nc2nccs2)cc1)c1ccccc1OC(F)F
  -1	-7	8	1	-3	1	-11	-2
- Cc1c(C(=O)Nc2ccc(F)cc2)c2ccccn2c1CCc1ccncc1
  0	12	-8	-401	-10	-15	25	-5
- Clc1ccc(OCc2noc(-c3ccsc3)n2)c(Cl)c1
  33	24	14	3	-3	2	1	5
- Cn1nc(C(=O)OCC(=O)Nc2sccc2C(N)=O)c2ccccc2c1=O
  -1	-3	-7	9	-4	0	-1	-8
- Cc1cccc(NC(=O)COC(=O)Cc2cccc(C(F)(F)F)c2)c1C
  -2	6	5	9	-7	2	5	4
- CC12C=CC(=O)C=C1CCC1C2C(=O)C[C@@]2(C)C1CCC2(O)C(=O)CO (stereo partly drawn)
  1	-8	0	8	-2	0	14	-6
- Cc1[nH]n(C(C)(C)C)c(=O)c1Sc1ccccc1
  4	-11	0	15	-2	-1	17	-2
- COc1ccc(C(=O)CSc2nccn2C)c(OC)c1
  24	6	2	9	-1	-2	-5	-1
- O=S(=O)(NCc1cn2ccsc2n1)c1cccs1
  -6	-20	-2	16	-4	0	-8	0
- O=C(NCc1ccco1)c1ccc2c(=O)n(-c3ccccc3)c(=S)[nH]c2c1
  4	21	-4	0	-6	1	-2	-2
- COc1ccc(NC(=O)c2cnn(-c3ccccc3)c2C)c(OC)c1
  3	20	9	10	-3	1	11	1
- O=C(Cn1ncc2c3ccccc3n(Cc3ccccc3F)c2c1=O)NCCN1CCOCC1
  3	9	-2	-18	-4	-2	11	-6
- O=C(CCn1cnnn1)Nc1cccc(F)c1
  1	-10	5	16	-4	-1	11	-1
- CCCCNc1c(-c2ccc(SC(C)CC)cc2)nc2cnccn12 (stereo not drawn)
  -2	-14	-1	-482	6	-32	35	60*
- CCOC(=O)C1CCN(C(=O)CCc2nc3ccccc3[nH]2)CC1
  -2	19	-4	20	-3	3	-2	-3
- C/C(=N\Nc1ccc2nncn2n1)c1ccccn1
  0	-14	-4	2	-5	4	-10	-3
- COc1ccccc1OCC(=O)N/N=C1/SCC(=O)N1Cc1ccccc1
  -1	-2	-4	7	-6	0	-10	4
- CC(C)OCCCN1CC(=O)N2C(c3cccc([N+](=O)[O-])c3)c3[nH]c4ccccc4c3C[C@H]2C1=O (stereo partly drawn)
  0	17	5	18	-3	2	17	7
- Cc1onc(-c2ccccc2Cl)c1C(=O)N1CCN(c2cccc(Cl)c2)CC1
  -16	3	-8	19	-3	1	10	33
- Cc1c(Cl)cnc(NC(=O)CSc2nnc3ccccn23)c1Cl
  .	.	.	6	3	0	-11	.
- N#C/C(=C\c1c(N2CCOCC2)nc2ccccn2c1=O)C(=O)NC1CCS(=O)(=O)C1 (stereo not drawn)
  2	-24	-1	-417	0	-35	-9	-4
